WT yeast gro inh: growth inhibition of WT yeast, mitochondrial fusion screen; 2.1% of 190,000 active; mitochondrial fusion phenotypic screen, WT strain; inhibition, % at 10 µM; in the data active = inhibition above about 58%; tested in S. cerevisiae
CSM14.1 death rescue: protection against thapsigargin-triggered cell killing – 384-well, CSM14.1, ATP luminescence, primary screen (AID 1222); one-dose cellular ATP content (survival), % at 20 µM; EC50 in µM for titrated hits; CSM14.1 thapsigargin-induced death rescue, ATP luminescence; higher % means a stronger effect; 190,000 tested, under 10 active;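 active = EC50 below 50 µM in the dose-response confirmation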;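 note: death triggered by thapsigargin at about 15 µM added after 2 h compound pretreatment; cell ATP read after overnight thapsigargin exposure of roughly 18 to 22 hours; normalized against plate controls of thapsigargin alone and 5% DMSO vehicle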
West Nile antiviral: inhibition of WNV-induced cytopathic effect – cell-based, CPE readout (AID 1621); West Nile virus-infected cells, CPE inhibition; higher % means a stronger effect; CPE inhibition, % at 10 µM, or IC50 in µM where a hit was titrated; 0.02% of 290,000 active; in the data active = a potency from the dose series; inconclusive = CPE inhibition mostly from about 3.7% at the one dose, without a potency; inactive = the rest, 99 in 100 with CPE inhibition below about 2.2%; note: strong numbers were not always called active
Yfh1-off respiration: enhancers of respiration in Yfh1-depleted yeast, dose response, Friedreich's ataxia, plus single-dose screen (AID 1465); 0.074% of 220,000 active; fold induction at 50 µM; hits with a dose series show EC50 in µM; S. cerevisiae Yfh1-off respiration, WST-1 reduction, 72 h; higher fold induction means a stronger effect;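 active = fold induction of absorbance versus untreated yeast above a set limit, then at least 30% activation at any dose in follow-up; inconclusive = repeats straddling the limit, or above it without dose testing; inactive = fold induction below the set limit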;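 note: activators that raise dye reduction in frataxin-depleted yeast; strong numbers were not always called active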
RSV CPE inhibition: inhibition of RSV-induced cytopathic effect – HEp-2 cells, primary 10 µM value included (AID 2391); HEp-2 cells, RSV-induced CPE inhibition; higher % means a stronger effect; CPE inhibition, % at 10 µM; hits with a dose series show IC50 in µM; 0.13% of 310,000 active; in the data active = a potency from the dose series; inconclusive = CPE inhibition mostly from about 23% at the one dose, without a potency; inactive = the rest, 99 in 100 with CPE inhibition below about 21%; note: strong numbers were not always called active
Large T inhibition: TAg ATPase/helicase activity blockers – biochemical (AID 1903). inhibition, % at 20 µM; hits with a dose series show IC50 in µM. SV40 large T antigen ATPase/helicase inhibition assay; higher % means a stronger effect. 0.39% of 310,000 active; in the data active = a potency from the dose series; inconclusive = inhibition mostly from about 32% at the one dose, without a potency; inactive = the rest, 99 in 100 with inhibition below about 32%; note: strong numbers were not always called active
NS5 inhibitors: flavivirus cap methylation enzyme inhibition – biochemical, confirmation dose response, primary screen (AID 588689); one-dose inhibition, % at 25 µM; IC50 in µM for titrated hits; 0.3% of 340,000 active; Dengue-2 NS5 methyltransferase capping enzyme assay, biochemical; higher % means a stronger effect; in the data active = a potency from the dose series; inconclusive = inhibition above about 29% without an active follow-up result
XIAP antagonists: small molecules displacing peptide from XIAP – biochemical, IAP family, fluorescence polarization (AID 1018); one-dose displacement, % at 20 µM; IC50 in µM for titrated hits; 0.007% of 200,000 active; XIAP BIR domain, fluorescence polarization peptide displacement; higher % means a stronger effect; in the data active = displacement above about 50%; note: a part of the inactive calls stands beside numbers as strong as those of hits
UTI89 phage lysis: inhibition of K1F phage lysis, E. coli UTI89, bacterial capsule biogenesis inhibitors, alamar blue (AID 488966). 0.02% of 340,000 active. E. coli UTI89 K1F phage lysis, alamar blue, 2 h; higher % means a stronger effect. one-dose inhibition, % at 100 µM; IC50 in µM for titrated hits;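 active = phage lysis inhibition, versus mean bacterial control, above a set limit; inconclusive = no clear call, values can overlap the other calls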;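 note: capsule biogenesis inhibitors block K1F phage lysis so surviving cells raise fluorescence; higher fluorescence means more inhibition of phage lysis; actives were called in the ten point dose series up to 300 µM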
WT yeast gro inh mutant strain: second read-out of WT yeast gro inh, no call of its own (marks repeat the call); inhibition, %; mitochondrial fusion phenotypic screen, mutant strain inhibition
NS5 inhibitors pilot replicate: further read-out of NS5 inhibitors, marked with its call; inhibition, %; measured here: pilot screen replicate inhibition
* = called active by the depositor; i = inactive; u = inconclusive; x = not tested or not shown; [ ] = another dose, or the depositor's remark.

SMILES	WT yeast gro inh	WT yeast gro inh mutant strain	CSM14.1 death rescue	West Nile antiviral	Yfh1-off respiration	RSV CPE inhibition	Large T inhibition	NS5 inhibitors	XIAP antagonists	UTI89 phage lysis	others
Cn1c(=O)c2c(ncn2CC(=O)OCC(=O)NC2CCCc3ccccc32)n(C)c1=O (stereo not drawn)	2	7	-0.9%	-0.7%	i	0.7%	6%	-5%	-1.0%	0.6%
CC(CCN1CCN(c2ccccc2)CC1)c1ccccc1 (stereo not drawn)	x	x	x	-1.2%	x	-0.1%	11%	x	x	-0.8%
O=C(NC1CCCC1)C(c1ccccn1)N(Cc1ccc(F)cc1)C(=O)c1csnn1 (stereo not drawn)	x	x	x	-0.2%	x	1.5%	10%	-2%	x	0.1%
O=C(CSc1nccc(=O)[nH]1)Nc1cccc(S(=O)(=O)N2CCOCC2)c1	11	4	-0.2%	0.2%	i	-0.9%	15%	-2%	-13%	0.3%
COc1ccc(C(=O)NC2CCc3ccccc32)cc1OC1CCN(C(C)=O)CC1 (stereo not drawn)	x	x	x	0.3%	x	1.9%	18%	-3%	x	-0.2%
CSCCC(NC(=O)c1ccco1)C(=O)NCc1ccc(F)cc1 (stereo not drawn)	17	-13	3.5%	-0.5%	i	-0.1%	33%	-1%	-2.3%	0.3%
O=C(Nc1ccc(OCC(=O)N2CCOCC2)cc1)Nc1cccc(Cl)c1	-6	1	-1.4%	0.2%	i	1.4%	26%	-19%	-4.9%	0.4%
CCOc1ccccc1-c1nc(C(N)=O)c2[nH]c(=O)n(-c3cccc(C)c3)c2n1	33	32	-0.1%	x	x	3.6%	23%	3%	-0.7%	-0.2%
N#Cc1nc(-c2ccc(OCc3ccccc3)cc2)oc1NCc1cccnc1	8	12	4.0%	-0.3%	i	2.0%	9%	-2%	-1.5%	-0.3%
COc1ccc(/C=N/n2cnnc2)cc1Br	x	x	x	-0.2%	i	6.7%	4%	x	x	x
COC(=O)Cc1ccc(NC(=S)Nc2cccc(C)n2)cc1	4	14	0.7%	-1.2%	i	u	11%	-6%	1.4%	0.1%
Cc1ccc(-c2nc(C#N)c(NCCN3CCCCC3)o2)cc1	3	-8	0.0%	0.3%	i	-1.8%	10%	-7%	-4.5%	0.6%	NS5 inhibitors pilot replicate=-5.6
Cc1ccc(-n2nc3c(N4CCC(C(=O)NCc5cccc(F)c5)CC4)nnc(C)c3c2C)cc1	x	x	x	-0.7%	x	56%	8%	-3%	x	0.5%
Cc1cc(Cl)c2oc(C(=O)N(C)CCCN3CCOCC3)c(C)c2c1	x	x	x	-1.0%	x	0.2%	13%	-1%	x	0.0%[50 µM]
CCOC(=O)CN(C(=O)CSc1nnc2c(n1)[nH]c1ccccc12)c1ccccc1	3	1	-0.8%	-1.0%	i	1.7%	72%	-11%	-1.2%	1.2%
COc1ccc(C2(CNC(C)=O)CCOCC2)cc1OC	14	3	-0.6%	0.2%	i	2.9%	2%	3%	-5.4%	-0.1%
S=C(Nc1ccc2c(c1)OCO2)N1CCCC1	-2	4	-0.6%	-0.1%	i	1.2%	0%	-7%	-10%	-0.3%
O=C1CC(c2ccccc2)n2nc(NC(=O)c3cccs3)nc2N1 (stereo not drawn)	12	26	0.9%	x	x	-0.1%	5%	2%	-6.4%	0.5%
Nc1c(C(=O)N2CCOCC2)sc2nc(N3CCOCC3)c3c(c12)CCCC3	x	x	x	0.0%	i	x	24%	-22%	x	-0.2%
O=C(CNC(=O)c1ccccc1)OCc1cccc([N+](=O)[O-])c1	3	-10	-2.1%	-0.2%	i	0.5%	1%	-3%	-12%	1.7%
CC(=O)c1cccc(Nc2nc(-c3cccc([N+](=O)[O-])c3)cs2)c1	-5	14	-1.9%	0.6%	i	u	17%	-2%	-8.2%	0.3%
CS(=O)(=NS(=O)(=O)c1ccc(Cl)cc1)c1ccccc1 (stereo not drawn)	x	x	x	0.8%	i	1.0%	12%	-6%	x	-2.2%
Cn1cnnc1SCc1cccc(Br)c1	14	6	-1.0%	-0.4%	i	1.1%	4%	-6%	-6.3%	-0.1%
Cc1ccc(SCC(=O)Nc2ccc(N3CCN(C)CC3)c(F)c2)c(C)c1	12	19	-1.7%	-0.3%	i	-1.8%	10%	-10%	0.9%	0.2%
CCCCNC(=S)NNC(=O)c1nn(C)c(C)c1Cl	-23	-14	-3.3%	2.0%	i	2.3%	14%	0%	-2.9%	0.1%
Cc1cc(Sc2ncnc(N)c2[N+](=O)[O-])ncn1	-11	6	-3.7%	-0.8%	i	-4.2%	7%	-6%	-2.3%	-1.0%
COc1ccc(NC(=O)C2Cc3ccccc3O/C2=N\O)cc1 (stereo not drawn)	x	x	x	0.1%	x	0.1%	-5%	-5%	x	1.3%[50 µM]
Cc1cc(NC(=O)CSc2nnc(Cc3ccccc3)o2)no1	1	16	-2.2%	0.3%	i	2.2%	-2%	-3%	0.6%	2.5%
CC1(c2ccccc2)NC(=O)N(N)C1=O (stereo not drawn)	-2	-13	-1.8%	0.4%	i	0.5%	10%	x	-5.0%	0.4%
CC(Cl)C(=O)c1c[nH]c2ccccc12 (stereo not drawn)	-4	9	-3.9%	-0.1%	i	3.0%	9%	-5%	-7.8%	0.1%
Cc1nc2ccc(S(=O)(=O)NCC(=O)Nc3cccc(F)c3)cc2s1	-1	7	0.1%	0.1%	i	5.0%	2%	-11%	-3.4%	0.2%
Cc1cc(C)nc(NS(=O)(=O)c2ccc(NC(=S)NC(=O)C3CCCC3)cc2)n1	1	-4	-1.1%	-0.4%	i	0.1%	1%	-3%	-4.1%	3.7%
Cn1c(=O)c2c(nc(N3CCN(c4ccc([N+](=O)[O-])cc4)CC3)n2C)n(C)c1=O	x	x	x	-0.8%	i	-1.2%	18%	x	x	x
CCCCOC(=O)C1=C(C)NC2(O)c3ccccc3C(=O)C12O (stereo not drawn)	-20	-13	3.2%	0.6%	i	4.4%	14%	3%	-5.3%	0.8%
COc1cc(NC(=O)CSc2nnc3c(n2)[nH]c2ccc(S(=O)(=O)NC(C)C)cc23)cc(OC)c1OC	-18	36	0.0%	-0.6%	i	3.8%	6%	-3%	1.9%	0.4%
CCCCCNC(=O)c1ccc2c(c1)ncn2-c1ccc(OC)cc1	x	x	x	-1.1%	x	2.8%	12%	-11%	x	-0.1%
COc1cccc2cc(C(C)N(CCCN3CCOCC3)C(=S)Nc3cc(C)ccc3C)oc12 (stereo not drawn)	12	0	0.5%	-1.1%	i	-0.7%	8%	-7%	-4.5%	0.3%
CC(C)N1C(=O)CCN(C=O)c2ccccc21	-14	16	-1.3%	-0.2%	i	-0.7%	8%	-9%	-7.2%	-1.3%
COc1ccccc1NC(=O)c1c(N=Cc2c(O)ccc3ccccc23)cnn1C	x	x	x	u	i	3.7%	3%	2%	x	0.4%
O=C(CC1CCCCC1)c1c(O)c2ccccc2oc1=O	39	3	-0.7%	0.4%	i	0.4%	9%	-5%	-2.8%	0.1%
CCN(CC)S(=O)(=O)c1ccc(C)c(NC(=O)COC(=O)C=C(C)C)c1	x	x	x	-0.2%	i	0.7%	5%	2%	x	-0.3%
Cc1ccc(C(=O)N(CC(=O)NC2CCCC2)c2ccc3c(c2)OCCO3)s1	10	-11	-1.1%	-0.8%	i	1.2%	0%	-2%	-8.9%	1.2%
C#Cc1ccc(CN2CCC(Oc3ccc(C(=O)NCc4ccccn4)cc3)CC2)cc1	x	x	x	-0.5%	x	3.1%	16%	4%	x	0.1%
O=C(O)/C=C\C(=O)N1CCc2ccccc21	-13	5	4.1%	-0.2%	i	1.4%	7%	1%	-0.3%	-0.7%
O=C(O)c1cc(S(=O)(=O)Nc2ccc3oc(=O)sc3c2)ccc1O	2	1	2.0%	0.1%	i	0.1%	33µM*	x	-2.6%	x
COC(=O)C1=CO[C@@H](O[C@@H]2OC(CO)[C@@H](O)[C@@H](O)[C@@H]2O)C2C1CC[C@]2(C)O (stereo partly drawn)	x	x	x	0.0%	i	1.5%	6%	-4%	x	0.0%
CC(=O)C1=C(O)C(=O)N(CCNCCO)C1c1ccccc1 (stereo not drawn)	-1	7	-1.6%	x	x	2.8%	1%	-3%	-3.8%	-1.6%
O=C(O)Cn1cnc2c(=S)nc[nH]c21	x	x	x	-0.6%	i	0.5%	x	-5%	x	0.1%
CCOc1ccccc1N1CCN(C(=O)NC(C)c2ccc(F)c(F)c2)CC1 (stereo not drawn)	x	x	x	-1.3%	x	0.9%	6%	-4%	x	0.2%
CCN(Cc1ccccc1)C1CCN(Cc2ccc(SC)cc2)CC1	15	34	-0.5%	0.5%	i	-2.9%	28%	2%	-6.0%	0.1%

The last five entries of the part above are carried over, then new ones follow.
SMILES	WT yeast gro inh	WT yeast gro inh mutant strain	CSM14.1 death rescue	West Nile antiviral	Yfh1-off respiration	RSV CPE inhibition	Large T inhibition	NS5 inhibitors	XIAP antagonists	UTI89 phage lysis	others
COC(=O)C1=CO[C@@H](O[C@@H]2OC(CO)[C@@H](O)[C@@H](O)[C@@H]2O)C2C1CC[C@]2(C)O (stereo partly drawn)	x	x	x	0.0%	i	1.5%	6%	-4%	x	0.0%
CC(=O)C1=C(O)C(=O)N(CCNCCO)C1c1ccccc1 (stereo not drawn)	-1	7	-1.6%	x	x	2.8%	1%	-3%	-3.8%	-1.6%
O=C(O)Cn1cnc2c(=S)nc[nH]c21	x	x	x	-0.6%	i	0.5%	x	-5%	x	0.1%
CCOc1ccccc1N1CCN(C(=O)NC(C)c2ccc(F)c(F)c2)CC1 (stereo not drawn)	x	x	x	-1.3%	x	0.9%	6%	-4%	x	0.2%
CCN(Cc1ccccc1)C1CCN(Cc2ccc(SC)cc2)CC1	15	34	-0.5%	0.5%	i	-2.9%	28%	2%	-6.0%	0.1%
NS(=O)(=O)c1ccc(CCNC(=O)C2Cc3ccccc3CN2C(=O)c2ccco2)cc1 (stereo not drawn)	27	12	-1.3%	-0.1%	i	0.8%	-1%	-2%	-4.3%	0.3%
COc1ccc(-n2cc(CNC(C)c3ccncn3)c(-c3cccc(F)c3)n2)cc1 (stereo not drawn)	10	1	2.5%	-0.6%	i	0.9%	13%	1%	1.5%	-0.7%
Cc1[nH]n(-c2ccccc2)c(=O)c1C(C[N+](=O)[O-])c1ccc(Cl)cc1 (stereo not drawn)	20	34	-2.3%	-0.8%	i	1.5%	23%	5%	-3.8%	0.5%[50 µM]
CCc1ccc(/C=C2\Oc3ccc(C(=O)OC)cc3C2=O)cc1	-7	-28	-0.6%	-0.6%	i	-1.2%	1%	-2%	-1.4%	4.0%
Cn1c(=O)c(=O)n(C)c2cc(S(=O)(=O)N3CCN(C4CCCCC4)CC3)ccc21	-16	-8	-1.2%	0.1%	i	1.2%	-1%	-1%	-7.8%	0.0%

No enrichment for hits; overall some 2.2% were active at least once.
